a7 integrin act: integrin-mediated muscular dystrophy alleviation activation; alpha7betagal myoblasts, beta-gal FDG fluorescence, 48 h; 0.064% of 350,000 active; AID 624291; Potency, µM (titrated, usually from 38.3 µM), for inactives: top-dose activation, most hits filed as activators; active = well fitted activation curve with a large enough effect;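 note: 100% = response of the positive control SU9516; nearly all actives have a fitted effect of over 60% in size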
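alpha7betagal+/- myoblasts (passage 13, 250/well) treated 48 h at 37C with compounds at 1:260 dilution of DMSO stock. Lysed, then beta-galactosidase activity read as FDG fluorescence (ex 480/em 540) after 30 min, with pre-read for autofluorescence.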
* marks the source's active call; other numbers are inactive results; [ ] = remark or other dose. Potency is the fitted concentration of half-maximal effect. A portion of the library. The share of hits here may be higher or lower than overall.

COc1cccc(C2CC(=O)Nc3cc(C)c(C)cc32)c1 (stereo not drawn) was read as a7 integrin act -37%.
CCc1cccc(CC)c1N1C(=O)COCC1=O was read as a7 integrin act 9%.
For COc1ccc(CNC(=O)COC(=O)c2cc(C)oc2C)cc1 the results were a7 integrin act 1%.
Screening CCC(=O)N(C)C[C@H]1Oc2cc(-c3ccccc3F)ccc2S(=O)(=O)N([C@H](C)CO)C[C@H]1C returned a7 integrin act 3%.
Screening Cc1ccc(S(=O)(=O)N2C[C@H]3[C@H]4C(=O)N(c5ccccc5)C(=O)[C@H]4C[C@H](OC(=O)NC4CCCC4)[C@@]3(O)C2)cc1 returned a7 integrin act -4%.
Nc1c(CNCc2nnn(Cc3ccccc3)c2N)nnn1Cc1ccccc1 was read as a7 integrin act 7%.
`O=C(NN=Cc1ccc2c(c1)CCC2)c1cccc([N+](=O)[O-])c1` gave a7 integrin act -12%.
For CCS(=O)(=O)C1C(=O)N(C)C(S(=O)(=O)CC)C(=O)N1C (stereo not drawn) the results were a7 integrin act -8%.
`COc1cc(OC)c(C(=O)Nc2cc(S(=O)(=O)N3CCOCC3)ccc2N2CCOCC2)cc1OC` gave a7 integrin act 17%.
Screening Cc1cc(OCC(=O)OCC(=O)N2CCCCC2)ccc1Cl returned a7 integrin act -16%.
Screening COc1ccc(CNC(=O)C2CCN(S(=O)(=O)N3CCC(C)CC3)CC2)c(OC)c1 returned a7 integrin act -9%.
For CC(C)C1C(=O)N(Cc2cn(CCC3OCCO3)nn2)CCS(=O)(=O)N1Cc1ccc(-c2ccncc2)cc1 (stereo not drawn) the results were a7 integrin act 9%.
`CSc1ccc(CNC(=O)C2CCC(=O)N(CCc3ccc(Cl)cc3)C2)cc1` (stereo not drawn) gave a7 integrin act -7%.
For Cc1ccccc1NC(=O)COC(=O)c1c(C)nn(-c2ccccc2)c1C the results were a7 integrin act 25%.
Screening Cc1ccc(Cc2c(-c3ccc(C)cc3)nc3cc(C)ccn23)cc1 returned a7 integrin act -18%.
O=C(CC1(O)C(=O)Nc2ccc(Br)cc21)c1ccccc1 (stereo not drawn) was read as a7 integrin act -29%.
`C[C@H]1CN([C@@H](C)CO)S(=O)(=O)c2ccc(Br)cc2O[C@@H]1CN(C)Cc1cccc(F)c1` gave a7 integrin act -30%.
Screening COc1ccc([C@H]2N[C@]3(CCCN(Cc4ccco4)C3=O)[C@H]3C(=O)N(Cc4ccccc4)C(=O)[C@@H]23)cc1 returned a7 integrin act -7%.
Screening FC(F)(F)c1nc2nc(Cl)c(Cl)nc2[nH]1 returned a7 integrin act -21%.
`COc1ccc(CNC(=O)CCNC(=O)N2CC(=O)Nc3ccccc32)cc1` gave a7 integrin act -5%.
Screening CC(C)N(Cc1nccn1C)C(=O)C1CCC(=O)N(CCc2ccccc2)C1 (stereo not drawn) returned a7 integrin act -7%.
`O=C1[C@H]2[C@@H](c3ccccc3)N[C@]3(CCCN(Cc4ccco4)C3=O)[C@H]2C(=O)N1Cc1ccccc1` gave a7 integrin act -1%.
Screening Cc1cccc(CN(C)C[C@@H]2OCc3cnnn3CCCC(=O)N([C@H](C)CO)C[C@H]2C)c1 returned a7 integrin act 7%.
For COc1cc(C(=O)N2CCN(C3=NS(=O)(=O)c4ccccc43)CC2)cc(OC)c1OC the results were a7 integrin act 18%.

Not a retest: four of the compounds above.
Screening CC(C)N(Cc1nccn1C)C(=O)C1CCC(=O)N(CCc2ccccc2)C1 (stereo not drawn) returned a7 integrin act -7%.
`O=C1[C@H]2[C@@H](c3ccccc3)N[C@]3(CCCN(Cc4ccco4)C3=O)[C@H]2C(=O)N1Cc1ccccc1` gave a7 integrin act -1%.
Screening Cc1cccc(CN(C)C[C@@H]2OCc3cnnn3CCCC(=O)N([C@H](C)CO)C[C@H]2C)c1 returned a7 integrin act 7%.
For COc1cc(C(=O)N2CCN(C3=NS(=O)(=O)c4ccccc43)CC2)cc(OC)c1OC the results were a7 integrin act 18%.

Later entries
COc1ccc(-n2c(C)c3c(C)nnc(C)c3c2C)cc1OC was read as a7 integrin act 10%.
Screening CCOc1ccccc1CNn1cnnc1SCC(=O)NC(C)(C)C returned a7 integrin act 10%.
For O=C(Nc1nc2ccc(F)cc2s1)c1ccc([N+](=O)[O-])o1 the results were a7 integrin act -46%[inhibitor].
For C[C@H]1CN([C@@H](C)CO)C(=O)c2cc(C3=CCCC3)cnc2O[C@@H]1CN(C)C(=O)c1ccncc1 the results were a7 integrin act 4%.
`Cc1ccc(S(=O)(=O)N2CCCCC2)cc1NC(=O)c1ccco1` gave a7 integrin act -8%.
`O=C1C2C3C=CC(CC3)C2S(=O)(=O)C2C3C=CC(CC3)C12` (stereo not drawn) gave a7 integrin act 2%.
`C[C@H](CO)N1C[C@H](C)[C@@H](CN(C)S(=O)(=O)c2ccc3ccccc3c2)OCc2cn(nn2)CCCC1=O` gave a7 integrin act -7%.
For CCN(CC)C(=O)C1CCCN(C(=O)c2ccc3nc(-c4cccc(OC)c4)oc3c2)C1 (stereo not drawn) the results were a7 integrin act 6%.
For Cc1[nH]c(=O)[nH]c(=O)c1NC(=O)c1ccccc1[N+](=O)[O-] the results were a7 integrin act -8%.
CC1(c2nc3ccccc3cc2C#N)OCCO1 was read as a7 integrin act -4%.
Screening O=C1NC(=O)C2(CCCc3c([N+](=O)[O-])cccc32)N1 (stereo not drawn) returned a7 integrin act -3%.
Screening Cc1onc(-c2ccccc2Cl)c1C(=O)O/N=C(\N)c1cccc([N+](=O)[O-])c1 returned a7 integrin act -48%.
Screening COc1cccc(NC(=O)c2cccc(NC(=O)c3ccco3)c2)c1 returned a7 integrin act 1%.
For CC1(C)CC(=O)C=C(c2ccc(-c3ccccc3)cc2)C1=O the results were a7 integrin act 9%.
`COc1ccccc1CNC(=O)C(=O)c1cn(CC(=O)N2CCCCC2)c2ccccc12` gave a7 integrin act 25%.
Screening O=C(c1cc(COc2cccc3cccnc23)on1)N1CCC[C@H]1CO returned a7 integrin act 1%.
Cc1ccc([C@H]2C[C@@H](n3cc(-c4ccc(F)cc4)nn3)[C@H](O)CN2C(=O)C2CCCCC2)cc1 was read as a7 integrin act -7%.
For Cc1ccc(/C(O)=C2\C(=O)C(=O)N(CCCN3CCOCC3)C2c2ccccc2F)cc1 (stereo not drawn) the results were a7 integrin act -8%.
C[C@@H]1CN([C@@H](C)CO)C(=O)c2cc(Br)cnc2O[C@H]1CN(C)C(=O)C1CC1 was read as a7 integrin act 18%.
`O=C(Nc1ccc(-c2nc3ccccc3[nH]2)cc1)C1CCCN(Cc2ccn[nH]2)C1` (stereo not drawn) gave a7 integrin act 2%.
Screening CCn1c(SCC(=O)NCCc2ccc(OC)c(OC)c2)nc2c([nH]c3ccccc32)c1=O returned a7 integrin act -4%.
`COc1cccc(C(=Cc2ccc([N+](=O)[O-])cc2)C(=O)O)c1` gave a7 integrin act 1%.
`CC(=O)Nc1cccc(NC(=O)C(=O)c2cn(CC(=O)N3CCCC3)c3ccccc23)c1` gave a7 integrin act 3%.
COc1cccc(C#Cc2ccc3c(c2)O[C@H](CN(C)C)[C@@H](C)CN([C@@H](C)CO)S3(=O)=O)c1 was read as a7 integrin act -4%.
`C[C@@H]1CN([C@H](C)CO)S(=O)(=O)c2ccc(-c3cccc(C#N)c3)cc2O[C@H]1CN(C)C(=O)Nc1cc(F)ccc1F` gave a7 integrin act -10%.
`CSc1ccc(/C=C/C(=O)OCC(=O)NC2CCCCCC2)cc1` gave a7 integrin act 3%.
For CCOC(=O)CC1COCCN1C(=O)c1cc(COc2ccccc2SC)on1 (stereo not drawn) the results were a7 integrin act 1%.
Cc1ccc(C)c(OCC(=O)N/N=C/c2ccc(N3CCOCC3)cc2)c1 was read as a7 integrin act 1%.
`COC(=O)c1ccc(CNC(=O)c2ccccc2C(=O)NCC2(CBr)OCCO2)cc1` gave a7 integrin act 7%.
`COc1ccc([C@H]2C[C@@H](O)[C@H](n3cc(C4CC4)nn3)CN2C(=O)C2CCCCC2)cc1` gave a7 integrin act 10%.
`COc1ccc(-c2cc3nc(-c4ccccc4)cc(N4CCN(C(=O)c5ccccc5)CC4)n3n2)cc1` gave a7 integrin act 28%.
Cc1cccc(NC(=O)c2ncn3c2C(=O)NC[C@@H]3C)c1 was read as a7 integrin act 1%.
Screening COc1ccccc1Cn1c(=O)oc2ccccc21 returned a7 integrin act -16%.
Screening C[C@H](CO)N1C[C@H](C)[C@H](CN(C)C(=O)CC2CC2)Oc2cc(Br)ccc2S1(=O)=O returned a7 integrin act -13%.
CCN1C(=O)[C@H]2[C@@H](c3ccc(C)cc3)N[C@]3(CCCN(Cc4ccco4)C3=O)[C@H]2C1=O was read as a7 integrin act 22%.
Screening Cc1noc(C)c1S(=O)(=O)Nc1ccc2c(c1)C(=O)N([C@@H](C)CO)C[C@@H](C)[C@@H](CN(C)CC1CCCCC1)OCCCC[C@@H](C)O2 returned a7 integrin act 11%.
For O=C1C=C(C#Cc2ccc(Oc3ccccc3)cc2)C[C@@H](c2ccc(F)cc2)C1 the results were a7 integrin act -15%.
COc1ccc(C(=O)COC(=O)CCn2c(C)csc2=O)c(OC)c1 was read as a7 integrin act 4%.
For Cc1ccc([C@H]2N[C@]3(CCCN(Cc4ccccc4)C3=O)[C@H]3C(=O)N(C)C(=O)[C@@H]23)cc1 the results were a7 integrin act -19%.
For CCc1ccc(NC(=O)C(=O)NCCN2CCN(C(=O)c3ccc(OC)cc3)CC2)cc1 the results were a7 integrin act -18%.
Screening COc1ccc(C(C#N)CC(=O)c2ccc(OCc3ccccc3)c(OC)c2)cc1OC (stereo not drawn) returned a7 integrin act 3%.
`COCOCCn1cc(CN2CCS(=O)(=O)N(Cc3ccc(-c4ccc(C)cc4)cc3)C(CC(C)C)C2=O)nn1` (stereo not drawn) gave a7 integrin act 0%.
For C[C@@H]1CN([C@H](C)CO)C(=O)CCCn2nncc2CO[C@H]1CN(C)Cc1ccc2cccnc2c1 the results were a7 integrin act 13%.
`COc1ccc(OC)c(N(CCN2C(=O)c3ccccc3C2=O)C(=O)C2CCC(=O)C2C)c1` (stereo not drawn) gave a7 integrin act 0%.
`Cc1noc(C)c1NC(=O)N(C)C[C@@H]1Oc2ncc(Br)cc2C(=O)N([C@@H](C)CO)C[C@@H]1C` gave a7 integrin act 4%.
For COC(=O)c1cc([N+](=O)[O-])c(C)c(C)n1 the results were a7 integrin act 25%.
CCN(C(=O)CN1C(=O)S/C(=C\c2ccccc2Cl)C1=O)C1CCS(=O)(=O)C1 (stereo not drawn) was read as a7 integrin act -9%.
`COc1ccc(Cl)cc1NC(=O)CN1C(=O)C(=O)N(C2CCCC2)C1=O` gave a7 integrin act 5%.
`COCOCCn1cc(CN2CCS(=O)(=O)N(Cc3ccc(-c4ccc(OC)cc4)cc3)C(C(C)C)C2=O)nn1` (stereo not drawn) gave a7 integrin act -10%.
Screening COc1ccccc1-c1ccc([C@@H]2C[C@H]3[C@H](CON3C)CN2C(=O)c2ccco2)cc1 returned a7 integrin act -27%.
For COc1ccc(C2CC(c3cccs3)=NN2C(=O)CCCC(=O)O)cc1OC (stereo not drawn) the results were a7 integrin act 3%.
`CC1(C)CCCC2(C)C(OCCO)=CC(=O)C=C12` (stereo not drawn) gave a7 integrin act 8%.
CC(=O)N(C)C[C@H]1Oc2cc(Br)ccc2S(=O)(=O)N([C@H](C)CO)C[C@@H]1C was read as a7 integrin act -2%.
CCN(CC)C(=O)C1=C(C)N(Cc2ccccc2)C(=O)C(CC(=O)NCCCCc2ccccc2)C1 (stereo not drawn) was read as a7 integrin act 9%.
Screening CC(=O)Nc1ccc(SCC(=O)NC(=O)c2ccc(Cl)cc2)cc1 returned a7 integrin act 13%.
`COc1ccc(CC(=O)Nc2cc(S(=O)(=O)N3CCCCC3)ccc2OC(C)C)cc1OC` gave a7 integrin act -20%.
`COc1ccc(C)cc1NC(=O)COC(=O)Cc1c[nH]c2ccccc12` gave a7 integrin act -5%.
For Cc1ccc(Cc2c(-c3ccc(C)cc3)nc3ccc(Cl)cn23)cc1 the results were a7 integrin act -23%.

Looked up by structure from the entries so far (2):
COc1ccc(-n2c(C)c3c(C)nnc(C)c3c2C)cc1OC was read as a7 integrin act 10%.
Screening CCOc1ccccc1CNn1cnnc1SCC(=O)NC(C)(C)C returned a7 integrin act 10%.

By substructure: the compounds so far containing an NH in an aromatic ring
Screening FC(F)(F)c1nc2nc(Cl)c(Cl)nc2[nH]1 returned a7 integrin act -21%.
For Cc1[nH]c(=O)[nH]c(=O)c1NC(=O)c1ccccc1[N+](=O)[O-] the results were a7 integrin act -8%.
`O=C(Nc1ccc(-c2nc3ccccc3[nH]2)cc1)C1CCCN(Cc2ccn[nH]2)C1` (stereo not drawn) gave a7 integrin act 2%.
Screening CCn1c(SCC(=O)NCCc2ccc(OC)c(OC)c2)nc2c([nH]c3ccccc32)c1=O returned a7 integrin act -4%.
`COc1ccc(C)cc1NC(=O)COC(=O)Cc1c[nH]c2ccccc12` gave a7 integrin act -5%.

Compound activity deposited in PubChem by National Center for Advancing Translational Sciences (NCATS).
